CHRM1 agonist – activates human CHRM1 receptor; P11229; CHO-K1 hM1, Fluo-8 calcium fluorescence, agonist mode; 0% DMSO, 100% acetylcholine EC100; activation, % at 3 µM; hit rate 0.33% among 360,000; AID 588814;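 active means activation above the run's mean compound activation plus 3 SD, cut at about 16% in these data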;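 further: peak over basal fluorescence ratio within a 140 s kinetic read after compound addition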
Target sequence (P11229 whole entry, looked up): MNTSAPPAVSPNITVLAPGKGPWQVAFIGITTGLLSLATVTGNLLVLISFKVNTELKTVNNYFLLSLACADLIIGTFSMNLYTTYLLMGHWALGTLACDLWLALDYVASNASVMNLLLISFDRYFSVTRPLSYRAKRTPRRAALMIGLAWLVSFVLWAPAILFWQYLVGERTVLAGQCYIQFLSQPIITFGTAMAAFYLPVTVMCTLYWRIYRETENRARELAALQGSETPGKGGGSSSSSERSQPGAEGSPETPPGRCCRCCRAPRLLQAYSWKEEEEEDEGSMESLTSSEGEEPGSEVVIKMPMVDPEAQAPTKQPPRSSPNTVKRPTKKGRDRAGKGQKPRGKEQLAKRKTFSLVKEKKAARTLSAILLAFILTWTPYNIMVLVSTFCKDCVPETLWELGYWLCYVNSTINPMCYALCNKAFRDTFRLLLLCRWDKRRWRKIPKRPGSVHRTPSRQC
M1 antag – human CHRM1 antagonism; AID 588852; CHO-K1 hM1, Fluo-8 calcium fluorescence, ACh EC80 antagonist; hit rate 1.3% among 360,000; P11229; inhibition, % at 3 µM;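 active means percent inhibition above its own plate's cutoff, namely the mean of that plate's compound wells plus 3 SD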;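 further: peak over basal fluorescence ratio during 140 s after agonist addition; 0% = ACh EC80 plus DMSO and 100% = DMSO alone without agonist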
OXTR potentiate – potentiates the human oxytocin receptor response | P30559 | CHO-OTR cells, Fluo-8 calcium fluorescence, potentiator mode; 0% = oxytocin EC15, 100% = EC100 | activation, % at 3 µM | hit rate 0.061% among 320,000 | AID 2445;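 active means activation above that plate's cutoff, the mean activation of tested compounds plus 3 SD, cut at about 6.6% in these data, passing the limit was not always enough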;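 further: 100% uses oxytocin at 75 nM as the full agonist control; some results filed as inactive read as strong as hits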
Target sequence (P30559 whole entry, looked up): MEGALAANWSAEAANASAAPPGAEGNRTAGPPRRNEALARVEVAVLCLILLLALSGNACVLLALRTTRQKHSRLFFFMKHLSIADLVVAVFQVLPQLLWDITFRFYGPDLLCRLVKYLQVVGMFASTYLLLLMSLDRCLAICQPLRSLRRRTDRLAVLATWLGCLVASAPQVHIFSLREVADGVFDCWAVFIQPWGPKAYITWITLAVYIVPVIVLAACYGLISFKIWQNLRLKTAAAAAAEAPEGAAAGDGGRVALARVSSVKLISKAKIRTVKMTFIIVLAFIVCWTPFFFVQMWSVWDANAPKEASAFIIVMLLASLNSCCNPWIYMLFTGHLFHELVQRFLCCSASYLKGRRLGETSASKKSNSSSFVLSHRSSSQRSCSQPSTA
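System: human OTR in CHO cells / Also added: sub-maximal oxytocin, roughly EC15 / Control set: EC15 oxytocin low, 75 nM oxytocin high / Schedule: 6 min compound pre-incubation at room temperature, 100 s kinetic read / Compound: single-point 3.0 µM / Replication: singlicate / Technique: Fluo-8 calcium dye fluorescence / Read-out basis: % activation of max/min ratio relative to oxytocin controls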
CHO parental Ca – counter-screen for OX1R antagonists: effect in parental CHO cells; parental CHO-K1, ATP-induced calcium, Fluo-8 fluorescence; inhibition, % at 5.6 µM; hit rate 0.63% among 330,000;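 active means inhibition above that plate's mean sample inhibition plus 3 SD, cut at about 26% in these data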;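 further: 0% = ATP-challenged DMSO wells and 100% = DMSO wells without ATP; some compounds past the cut are filed as inactive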
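Measured by: calcium-sensitive Fluo-8 fluorescence / Test system: CHO parental line / Controls: ATP-challenged DMSO wells low, unchallenged DMSO wells high / Measure: % inhibition / Compound: single nominal dose of 5.6 µM per compound / Replicates: single well per compound, no replicates / Reagent: ATP as calcium-mobilizing challenge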
OXTR agonist – activates the human oxytocin receptor. CHO-OTR cells, Fluo-8 calcium fluorescence; normalized: DMSO 0%, oxytocin 100%. activation, % at 3 µM. hit rate 0.32% among 320,000;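 active means activation above the mean of all tested compounds plus 3 SD, cutoff set per screening run, cut at about 20% in these data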;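 further: peak over basal fluorescence ratio from a 100 s FLIPR kinetic read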
TAAR1 agonist – human TAAR1 agonism; Q96RJ0; CHO RD-HGA16 TAAR1, Fluo-8 calcium fluorescence; vehicle wells 0%, saturating PEA agonist 100%; activation, % at 3 µM; hit rate 0.99% among 360,000; AID 624467;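 active means activation above the mean activation of all test compounds in the run plus 3 SD, cut at about 38% in these data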
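System: CHO-derived RD-HGA16 cells with stable Gα16 and human TAAR1. Times: 17-24 h plating, Fluo-8 75 min 37 °C, 30 min RT. Measured by: calcium-sensitive Fluo-8 signal, excitation 470-495, emission 515-575 nm. Read-out basis: % activation relative to PEA EC100 response. Control set: DMSO and PEA EC100. Repeats: no replicates (n 1).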
TAAR1 antagonist – antagonists of human TAAR1; Q96RJ0; inhibition, % at 3 µM; CHO RD-HGA16 TAAR1, Fluo-8 calcium fluorescence, antagonist; hit rate 1.5% among 360,000;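 active means inhibition above a per-plate cutoff, the mean inhibition of test compounds on that plate plus 3 SD, cut at about 49% in these data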;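 further: 0% = DMSO plus EC80 beta-PEA response and 100% = DMSO alone without agonist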
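Material: CHO RD-HGA16 cells bearing hTAAR1; compound dosing: one-point dosing, 3 µM nominal final; schedule: dye loading 75 min at 37 °C, then 30 min room temperature; measured by: calcium fluorescence with Fluo-8; control set: vehicle and agonist controls; replication: n of 1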
V1R ag counter – V1a receptor agonism, counter-screen for OXTR agonists | hit rate 0.25% among 320,000 | P37288 | CHO-V1R cells, Fluo-8 calcium fluorescence, agonist mode; 0% DMSO, 100% 3 nM vasopressin | AID 2797 | activation, % at 3 µM;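 active means activation above the mean activation of all tested compounds plus 3 SD, per screening run, cut at about 20% in these data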;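 further: signal is peak over basal fluorescence ratio across a 100 second FLIPR read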
CHRM1 PAM – human CHRM1 positive allosteric modulation; hit rate 0.088% among 360,000; P11229; CHO-K1 hM1, Fluo-8 calcium fluorescence, ACh EC20; 0% = ACh EC20, 100% = maximal ACh; activation, % at 3 µM; in the data active means activation above about 19%, passing the limit was not always enough
Numbers without * were called inactive; nt = no result given.

Sample of the layout (three entries):
SMILES | CHRM1 agonist | M1 antag | OXTR potentiate | CHO parental Ca | OXTR agonist | TAAR1 agonist | TAAR1 antagonist | V1R ag counter | CHRM1 PAM
CC(C)(C)CN1CCNC(=O)C1CC(=O)NCCN1CCCc2ccccc21 (stereo not drawn) | -8 | -3 | -6 | -18 | 0.4 | -1 | 28 | -0.2 | 3
Cc1ccc(S(=O)(=O)N2CCN(C(=O)Cn3c(=O)cnc4ccccc43)CC2)c(C)c1 | -1 | 0 | -3 | -15 | 3.1 | 5 | -2 | 3.6 | -2
CC1CCCCN1C(=O)COC(=O)CNC(=O)c1ccc(Cl)cc1Cl (stereo not drawn) | -3 | -5 | 1 | -8 | -0.1 | 0 | -11 | 0.1 | 6

All compounds of this part, from the start:
SMILES | CHRM1 agonist | M1 antag | OXTR potentiate | CHO parental Ca | OXTR agonist | TAAR1 agonist | TAAR1 antagonist | V1R ag counter | CHRM1 PAM
CC(C)(C)CN1CCNC(=O)C1CC(=O)NCCN1CCCc2ccccc21 (stereo not drawn) | -8 | -3 | -6 | -18 | 0.4 | -1 | 28 | -0.2 | 3
Cc1ccc(S(=O)(=O)N2CCN(C(=O)Cn3c(=O)cnc4ccccc43)CC2)c(C)c1 | -1 | 0 | -3 | -15 | 3.1 | 5 | -2 | 3.6 | -2
CC1CCCCN1C(=O)COC(=O)CNC(=O)c1ccc(Cl)cc1Cl (stereo not drawn) | -3 | -5 | 1 | -8 | -0.1 | 0 | -11 | 0.1 | 6
C#CCOc1ccc(Br)cc1/C=N/O | -3 | -4 | 1 | -20 | -0.7 | 3 | -3 | -0.1 | 3
Cc1cc(C(=O)NC2CCCc3ccccc32)c(C)o1 (stereo not drawn) | -6 | -6 | 5 | -23 | -2.7 | 9 | 0 | 0.8 | 10
COc1ccc(CNC(=O)CSC(=S)N2CCCC2)cc1 | -5 | -16 | nt | nt | nt | 3 | -13 | nt | 12
CCCn1c(=O)n(CC(=O)NCC2CCCO2)c(=O)c2c3c(sc21)COC(C)(C)C3 (stereo not drawn) | -3 | 5 | -1 | -12 | 0.6 | 0 | -4 | 0.5 | -1
COc1ccc(Oc2cnn(-c3ccccc3)c(=O)c2Br)cc1 | -2 | -16 | -15 | 6 | -2.2 | -1 | -4 | -1.0 | 13
O=C(O)c1c(-c2ccc(Cl)cc2)cn2ccccc12 | -11 | -7 | 3 | -15 | -0.2 | -1 | -7 | 0.8 | 9
Cc1cccc2c1-c1sc(C(=O)NCCCN3CCC(C)CC3)cc1CO2 | -4 | 3 | -12 | -19 | 5.2 | 12 | 2 | 5.8 | 4
CN(C)c1ccc(S(=O)(=O)NCC(=O)OCC(=O)c2ccc[nH]2)cc1[N+](=O)[O-] | -8 | -2 | -1 | -12 | 0.3 | 1 | -17 | 0.4 | 4
O=[N+]([O-])c1ccc(N2N=C(c3ccco3)CC2c2ccccc2)cc1 (stereo not drawn) | 1 | 30 | -17 | 6 | 2.3 | 9 | 42 | 3.9 | -20
CCN(CC(=O)NCCCn1ccnc1)S(=O)(=O)c1ccc(C)cc1 | -8 | -6 | -6 | -3 | -0.1 | -1 | -9 | 0.4 | 3
COc1ccc(C(C)=O)cc1CSc1nnc(Nc2ccccc2)s1 | -9 | 3 | -11 | -17 | -0.7 | 5 | 29 | 1.9 | -8
Cc1cccc(NC(=O)/C(C#N)=C/c2cccc([N+](=O)[O-])c2)n1 | 0 | 15 | -3 | 2 | 2.2 | -1 | -23 | 4.5 | -5
Cn1cc(C(=O)O)c(-c2ccc3c(c2)OCCCO3)n1 | -3 | 8 | -6 | -3 | 0.6 | 1 | -11 | 0.1 | -8
CCC(C)NC(=O)c1ccc(COc2ccccc2Cl)cc1 (stereo not drawn) | -7 | 3 | -8 | -14 | -0.7 | 5 | 12 | 1.1 | -5
CCOC(=O)N1CCN(S(=O)(=O)c2c(C)nc3scc(C)n3c2=O)CC1 | -1 | 0 | -2 | -4 | 1.9 | 2 | -17 | 0.9 | -1
CCCN(CC(=O)Nc1ccccc1C)C(=O)c1cnc(C)cn1 | -2 | -4 | nt | nt | nt | 2 | -6 | nt | 5
Cc1ccccc1N(CC(=O)NCC1CCCO1)C(=O)C1(C)CC(=O)N=C2C=CC=CN21 (stereo not drawn) | -7 | -2 | -1 | -8 | 0.5 | 0 | -9 | 0.8 | -1
O=C(/C=C/c1ccccc1F)N1CCN(c2ccccn2)CC1 | -7 | -7 | 1 | 9 | -0.5 | 2 | -12 | 1.5 | 2
O=C(O)c1nn(CCOc2cccc(Br)c2)c(=O)c2ccccc12 | -3 | 11 | -13 | -16 | 4.1 | 2 | -7 | 4.8 | -2
Cc1ccccc1NC(=O)Cc1nc(CCl)cs1 | -6 | -1 | -6 | -13 | -0.2 | 2 | 4 | 0.3 | 6
COc1ccc(NC(=O)CN2C(=O)C3CC=CCC3C2=O)cc1Cl (stereo not drawn) | -1 | -3 | nt | nt | nt | 1 | 5 | nt | 6
O=S(=O)(c1cccs1)N1CN(Cc2ccccc2)c2nc3ccccc3nc21 | 6 | -10 | 1 | -38 | -1.0 | -2 | -1 | -0.7 | 8
Cc1nc(-c2cccc(S(=O)(=O)N3CCCCC3)c2)cs1 | -3 | -4 | -2 | -14 | 0.8 | -3 | 0 | -1.3 | 2
CC(CNC(=O)c1ccc(OC2CCN(Cc3ccccn3)CC2)cc1)c1ccccc1 (stereo not drawn) | -5 | 14 | -10 | -14 | 2.4 | 4 | -11 | 5.2 | -11
CN(Cc1ccc(F)cc1)C(=O)c1cccc(S(=O)(=O)NCc2ccccc2)c1 | 2 | -9 | -11 | -4 | 5.2 | 8 | -5 | 5.2 | 2
N#CCCn1cc(C(=O)CN2C(=O)C(=O)N(C3CCCC3)C2=O)c2ccccc21 | -4 | -1 | nt | nt | nt | 6 | -24 | nt | 2
Cc1c(NC(=O)NC(C)N2C(=O)C3C4C=CC(C4)C3C2=O)c(=O)n(-c2ccccc2)n1C (stereo not drawn) | -4 | -5 | 3 | -8 | -0.1 | -3 | 0 | -0.1 | 6
c1ccc(CSc2nnc(-c3sccc3-n3cccc3)o2)cc1 | -4 | -8 | -8 | -2 | 3.3 | -1 | 12 | 1.1 | -1
COc1ccc(NC(=O)Oc2cc(C)ccc2C(C)C)cc1 | -6 | -20 | 0 | -5 | -0.9 | -2 | -12 | -0.5 | 0
CCOC(=O)C1(Cc2cccc(F)c2)CCN(C(=O)c2cscn2)CC1 | -7 | -9 | -3 | -16 | -0.1 | 4 | 8 | -0.1 | 8
O=[N+]([O-])c1ccccc1-c1ccc(CN2CCN(c3ccccc3)CC2)o1 | -7 | 4 | 7 | -25 | -1.4 | -1 | -11 | 1.1 | -4
COc1ccc(/C=C(\C#N)C(=O)NCc2cccs2)cc1OC | -5 | -5 | -3 | -13 | -2.6 | -2 | -17 | -1.9 | 8
C/C(=N\Nc1cccc([N+](=O)[O-])c1)c1ccccc1O | -6 | 9 | -10 | -10 | -1.4 | 0 | 6 | -1.0 | -2
Cc1cccn2c(=O)c3cc(C#N)c(=NC(=O)c4cccs4)n(CCCOC(C)C)c3nc12 | -4 | 16 | -8 | -16 | -1.9 | 14 | 67* | -1.3 | -3
Cc1ccccc1OCC(=O)N/N=C/C=C/c1ccccc1 | -6 | -3 | 3 | -6 | -1.3 | 4 | -5 | 0.1 | 5
O=C(C1=C[C@@H](c2ccc3c(c2)OCO3)C[C@@H](OCCCCO)O1)N1CCN(Cc2ccc3c(c2)OCO3)CC1 | 2 | -23 | -6 | -22 | 2.1 | 15 | 24 | 1.9 | 18
COC(=O)C1=C(C)N(Cc2ccccc2)C(=O)N[C@H]1c1cccc(C(F)(F)F)c1 | -3 | 7 | -17 | -38 | -1.3 | 3 | 27 | 2.2 | 3
Nc1nnc(SCC(=O)Nc2ccccc2N2CCOCC2)s1 | -5 | -2 | -1 | -2 | -0.4 | 17 | -3 | 0.7 | 8
CCOC(=O)C1CCN(C(=O)c2cc3c(C)cc(C)cc3[nH]2)CC1 | -4 | -3 | -7 | -30 | -0.5 | 2 | -8 | -0.2 | -2
Cc1noc(C)c1S(=O)(=O)N1CCC(C(N)=O)CC1 | -2 | -13 | 1 | -8 | 0.2 | 3 | -28 | 0.1 | 10
COc1ccccc1OCc1ccc(C(=O)NCC2CCCO2)o1 (stereo not drawn) | -3 | -8 | -3 | -14 | -0.2 | -1 | 7 | -0.9 | 10
COc1ccc(S(=O)(=O)N2CCCCC2)cc1NC(=O)c1cccc(S(=O)(=O)N2CCOCC2)c1 | -3 | -6 | nt | nt | nt | 19 | 2 | nt | 8
C=CCn1c(COc2ccccc2)nnc1SCc1ccc(C#N)cc1 | -5 | 3 | -10 | -20 | -0.1 | 8 | 12 | 2.0 | -7
COC(=O)NNC(=O)COc1cc(C)c(Br)cc1C(C)C | -8 | -5 | -2 | -3 | -1.9 | 0 | 6 | 0.6 | 7
CCOc1ccc(NS(=O)(=O)c2ccc(NS(=O)(=O)c3cccs3)cc2)cc1 | 0 | 7 | -20 | -8 | 6.4 | 9 | 15 | 1.1 | 2
CCc1ccc(OC(=O)Cc2ccc(OC)c(S(=O)(=O)N3CCOCC3)c2)cc1 | -3 | -3 | -1 | -25 | 3.7 | 2 | -22 | 3.0 | 8
c1ccc(CNc2nc(-c3ccccn3)nc3ccccc23)cc1 | -1 | 8 | -11 | -6 | 3.8 | 4 | -5 | 4.5 | -3
COc1ccc(F)c(CN2CCC(CO)(Cc3cccc(C(F)(F)F)c3)CC2)c1 | -6 | 16 | -11 | -2 | 6.7 | 4 | -27 | 3.0 | -15
O=C(N/N=C/C=C\c1ccccc1)c1cnccn1 | -2 | -5 | -14 | 4 | 0.9 | 7 | -3 | 0.7 | 7
CCOC(=O)C(C)Oc1ccsc1C(=O)OC (stereo not drawn) | nt | nt | 2 | -9 | 0.5 | 12 | 15 | 0.1 | nt
CC(=O)Nc1ccc2c(c1)ncn2-c1ccc(C)cc1 | -2 | -6 | 6 | -3 | 0.4 | -1 | -12 | 0.6 | 6
CC(/C=N/NC(=O)c1ccccc1F)c1ccccc1 (stereo not drawn) | -3 | 0 | -2 | -3 | 0.8 | 1 | -30 | -0.2 | -4
COc1ccccc1-n1cnnc1SCC(=O)N1CC(=O)Nc2ccccc21 | -3 | -4 | -5 | 2 | 1.4 | 1 | 12 | 1.6 | 5
Cc1c(Cl)ccc2c(C(N)=O)cc(-c3ccccn3)nc12 | -1 | -12 | 1 | -8 | 0.5 | 0 | -27 | 0.9 | 10

High-throughput results from PubChem BioAssay.
